Screens from PubChem.
Cl transport mod = KCC2 cotransporter modulators, thallium flux, primary screen, cell-based, HEK293 KCC2, FluoZin-2 fluorescence, MLSMR. 190,000 tested, 2.2% active. KCC2 cells, thallium flux FluoZin-2 fluorescence. Solute carrier family 12 member 5 (Homo sapiens), Q9H2X9. B-score of Tl+ flux slope (higher = more flux/activation; lower = inhibition) at 10 µM. AID 1456, 2008;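 active means thallium flux slope and its plate-corrected score both differing from the plate sample mean at a set confidence after two filtering rounds, in either direction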;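 further: slope of fluorescence scaled to starting intensity during 10 to 20 s after thallium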
Rad51 HR inh = human RAD51 strand exchange inhibitors, primary screen, biochemical, fluorescence | DNA repair protein RAD51 homolog 1 (Homo sapiens), Q06609 | hRad51 DNA strand exchange, fluorescence dequenching | inhibition, % at 10 µM | 200,000 tested, 0.085% active;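 active means inhibition above 40% at the single screening dose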;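 further: 0% = DMSO control wells and 100% = blanks with heterologous ssDNA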
Target sequence (Q06609 whole entry, looked up): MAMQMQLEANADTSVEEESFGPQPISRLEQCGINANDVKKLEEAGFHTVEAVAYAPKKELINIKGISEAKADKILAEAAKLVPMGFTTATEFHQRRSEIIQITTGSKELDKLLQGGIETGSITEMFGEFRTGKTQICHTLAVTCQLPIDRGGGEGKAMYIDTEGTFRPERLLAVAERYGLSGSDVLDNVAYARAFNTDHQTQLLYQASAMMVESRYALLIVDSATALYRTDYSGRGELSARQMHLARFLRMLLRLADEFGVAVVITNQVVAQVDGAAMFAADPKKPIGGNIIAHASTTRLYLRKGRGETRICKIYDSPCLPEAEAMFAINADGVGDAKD
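Test system – preformed human Rad51 ssDNA filaments · Reagent – Donor/quencher-labelled 47-bp dsDNA substrate · Incubation – 37 °C 15-min filament assembly, 30-min compound preincubation, 15-min exchange · Signal – FRET fluorescence dequenching, excitation 485 nm, emission 520 nm · Read-out – percent inhibition from fluorescence, normalised to plate control and blank means · Benchmarks – plate control and blank wells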
FXIa inh = human FXIa protease inhibitors, primary screen, biochemical, 1536-well | purified FXIa, Boc-Glu-Ala-Arg-AMC fluorogenic substrate | inhibition, % at 5 µM | 220,000 tested, 0.14% active | AID 798, 2007;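 active means inhibition of at least 40%; inactive means inhibition below 40%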;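 further: fluorescence of freed AMC excited at 355 nm; 0% = enzyme without compound and 100% = no enzyme blank; many of its hits are not listed in these tables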
Target sequence (P03951 19-387 limits assumed): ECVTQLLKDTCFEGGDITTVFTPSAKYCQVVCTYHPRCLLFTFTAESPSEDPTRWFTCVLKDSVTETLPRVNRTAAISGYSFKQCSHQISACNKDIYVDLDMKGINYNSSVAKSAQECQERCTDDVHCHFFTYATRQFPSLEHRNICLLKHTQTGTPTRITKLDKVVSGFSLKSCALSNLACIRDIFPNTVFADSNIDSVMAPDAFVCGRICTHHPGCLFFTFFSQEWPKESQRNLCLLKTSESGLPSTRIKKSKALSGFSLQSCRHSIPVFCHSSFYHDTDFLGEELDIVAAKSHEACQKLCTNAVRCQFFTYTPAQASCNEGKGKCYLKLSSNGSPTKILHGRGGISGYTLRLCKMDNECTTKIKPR
Target sequence (P03951 388-625 limits assumed): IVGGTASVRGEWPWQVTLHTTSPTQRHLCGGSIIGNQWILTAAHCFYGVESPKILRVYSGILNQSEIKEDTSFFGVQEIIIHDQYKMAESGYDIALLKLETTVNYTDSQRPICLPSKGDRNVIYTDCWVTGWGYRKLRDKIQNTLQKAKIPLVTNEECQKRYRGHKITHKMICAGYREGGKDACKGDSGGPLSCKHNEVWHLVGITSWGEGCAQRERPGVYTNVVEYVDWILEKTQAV
PERK inhibitor = block of dimerizer-induced PERK translation repression, primary screen, PERK inhibitor project, CHO PERK-DD cells, SEAP luminescence, HTS. CHO PERK-DD fusion, SEAP luminescence translation reporter. inhibition, % at 5.6 µM. 220,000 tested, 0.17% active;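 active means inhibition above the mean inhibition of all tested compounds plus 3 SD, set separately per screening campaign, cut at about 2.9% in these data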;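 further: PERK kinase domain activated by AP20187 dimerizer at 100 nM; 0% = DMSO with dimerizer and 100% = rapamycin at 8.4 µM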
Thrombin inh = human alpha-thrombin inhibitors, primary screen, counter-screen for coagulation protease inhibitor project, biochemical, 1536-well, fluorogenic AMC substrate | 220,000 tested, 0.26% active | Boc-VPR-AMC fluorogenic substrate cleavage | Prothrombin (Homo sapiens), P00734 | inhibition, % at 5 µM;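 active means inhibition at or above 40%; inactive means inhibition below 40%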;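 further: 0% = enzyme with no compound and 100% = wells without enzyme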
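Material: human alpha-thrombin protein. Incubation: reaction at ambient temperature. Technique: fluorescence of released AMC, ex 355 nm, em 460 nm. Control set: no-compound enzyme wells and no-enzyme blanks. Also added: Boc-VPR-AMC substrate, 15 µM final. Buffer or medium: pH 7.5 Tris (50 mM) with NaCl 150 mM, Tween 20 0.05%.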
m-calpain inh = inhibitors of pig calpain II, primary screen, biochemical, fluorogenic peptide substrate, 1536-well. purified calpain II, 30 min. inhibition, % at 16 µM. 220,000 tested, 0.37% active. AID 1236, 2008;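 active means inhibition above about 50%, limit read from the data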
hK5 inh = human KLK5 protease inhibitors, primary screen, biochemical, 1536-well. inhibition, % at 5 µM. 210,000 tested, 0.59% active. recombinant hK5, fluorogenic AMC substrate cleavage. Kallikrein-5 (Homo sapiens), Q9Y337;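 active means inhibition of 40% or more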;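 further: 0% = enzyme controls without compound and 100% = no-enzyme blanks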
FXIIa inh = human FXIIa protease inhibitors, primary screen, biochemical, 1536-well | Coagulation factor XII (Homo sapiens), P00748 | inhibition, % at 5 µM | purified FXIIa, Boc-QGR-AMC fluorogenic substrate, 2 h | 220,000 tested, 0.3% active; in the data active means inhibition above about 40%;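 further: 0% = enzyme with no compound and 100% = blank without enzyme; many of its hits are not listed in these tables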
Furin inh = human furin inhibitors, primary screen, biochemical, fluorescence intensity; P09958; purified furin, fluorogenic substrate cleavage; inhibition, % at 30 µM; 220,000 tested, 0.061% active; in the data active means inhibition above about 25%; further: inactives centre near -15
Active calls of the source: *; i = inactive; · = not tested or not shown; [ ] = remark or other dose. Some of the compounds tested (hit frequency here may not be typical).

SMILES	Cl transport mod	Rad51 HR inh	FXIa inh	PERK inhibitor	Thrombin inh	m-calpain inh	hK5 inh	FXIIa inh	Furin inh
COc1ccc(C2SCC(=O)Nc3c2c(=O)[nH]n3C2CCCCCC2)cc1 (stereo not given)	0.39	2	4	-0.6	-9	-33	-12	7	-36
C=CCn1c(O)c(C(C)=Nc2ccc(N(C)C)cc2)c(=O)[nH]c1=O	2.2	1	-2	-1.4	-12	-30	-22	28	-9
Cc1cccc(N2C(=O)/C(=C/c3ccc(CN(CCC#N)S(C)(=O)=O)o3)C(=O)NC2=S)c1	-0.73	-54	7	0.2	2	-56	0	17	-16[20 µM]
O=c1c2ccccc2nc(-c2cccs2)n1-c1cnccn1	-1.2	6	4	0.3	0	20	3	14	-14
O=c1[nH]c(=S)[nH]c(O)c1N=Nc1cc2c(cc1[N+](=O)[O-])OCO2	2.5	8	-2	1.4	-2	21	-3	8	-8
CN(CCCCC(=O)/C=N/O)Cc1ccccc1 (tested in a mixture with another compound)	·	4	-23	-0.1	-4	4	5	7	-24[20 µM]
CC1CCN(S(=O)(=O)c2ccc(NN=C(C#N)C#N)cc2)CC1	-2.8	1	11	-1.1	2	-70	3	12	-7[20 µM]
c1ccc2c(CNC3CCCCCC3)c[nH]c2c1	-0.2	-4	3	-0.3	0	10	-6	11	3[20 µM]
O=c1c2ccccc2nc(-c2ccco2)n1-c1ccccn1	-0.55	9	-8	0.3	3	-27	-6	12	-2
CCC(C)n1c(O)c(C=NCCN2CCOCC2)c(=O)[nH]c1=S (stereo not given)	0.3	-1	5	1.0	0	-4	-11	6	0
CCCCn1c(=O)c(C=Nc2cc([N+](=O)[O-])ccc2OC)c(O)n(CCCCl)c1=O	-2.6	·	5	1.2	-2	-3	-12	6	1
C/C=C/CC1(CC)C(=O)NC(=S)NC1=O	-0.31	9	-2	2.0	-4	5	0	2	-25
CCOC(=O)C(O)(c1ccc(NC(=O)NC2CCCCC2)cc1)C(F)(F)F (stereo not given)	·	-3	-1	1.4	-6	7	-9	3	-19[20 µM]
Cc1cc(OC(=O)CCNC(=O)OC(C)(C)C)c2c3c(c(=O)oc2c1)CCC3	-2.2	1	3	-1.0	3	-126	-8	13	-17
Cc1cccc(CN(C)C)c1OC(=O)N(C)C	·	-6	2	0.3	1	12	-12	11	-22
CCc1ccccc1N1C(=O)/C(=C/c2ccc(N3CCN(C)CC3)o2)C(=O)NC1=S	i	-272	12	0.7	5	-12	-3	18	6
CC1(C)CC(=O)C(C=NCCN2CCN(C(=O)Cc3ccc(Cl)cc3)CC2)=C(O)C1	1.2	-6	2	-0.4	1	-5	6	14	-22
COC(=O)C1=C(C)OC(N)=C(C#N)C12C(=O)Nc1ccccc12 (stereo not given)	1.2	7	-2	0.8	-10	-19	0	8	-31
CC1=NN(c2ccccc2)C(=O)/C1=C/c1c(O)[nH]c(=O)[nH]c1=O	-0.13	11	0	1.4	-5	5	-2	4	-4
Cc1ccccc1-n1c(C)nc2ccccc2c1=O	0.4	-4	36	0.0	8	26	24	25	-6
O=c1c2ccccc2nc(CSc2ncnc3nc[nH]c23)n1-c1ccccc1Cl	-0.3	-1	4	-0.8	-1	-23	-2	16	-13[20 µM]
Cc1[nH]c2ccccc2c1C(=O)C(=O)N1CC2CC(C1)c1cccc(=O)n1C2 (stereo not given)	0.95	2	-1	0.5	-14	24	-5	-4	-20
CC(C)n1c(=O)c(C=Nc2ccc(S(N)(=O)=O)cc2)c(O)n(Cc2ccco2)c1=O	0.7	-2	9	0.2	3	-40	-4	13	13
COc1ccc(CCNC(=O)COC(=O)Cc2ccccc2)cc1	-0.43	-7	3	1.5	-3	-8	10	10	-20
CSc1nnc(C2CCNCC2)n1C	·	-4	-2	-1.1	1	-23	-13	12	-8
More structures.
SMILES	Cl transport mod	Rad51 HR inh	FXIa inh	PERK inhibitor	Thrombin inh	m-calpain inh	hK5 inh	FXIIa inh	Furin inh
CCCCCc1nc2ccccc2c(=O)n1-c1ccc(Cl)cc1[N+](=O)[O-]	0.027	4	-6	0.4	3	-14	6	17	-16
CCOc1ccc2c(c1)c(C(C)=O)c(C)n2Cc1ccco1	-0.46	5	-2	0.4	-8	-19	-1	7	-13
CCN(CC)S(=O)(=O)c1cccc(N=Nc2c(O)n(CC)c(=S)n(CC)c2=O)c1	-0.03	8	3	-0.9	3	29	2	6	3
O=C(c1ccco1)c1cn(Cc2ccc(Cl)cc2)c2ccccc12	-1.4	-9	-3	-1.7	-3	12	-21	-12	-18[20 µM]
Cc1sc2ncn(CC(=O)NCCCC(=O)N3CCC4(CC3)OCCO4)c(=O)c2c1C	-0.21	-4	1	-0.4	2	-11	30	10	-16[20 µM]
COc1cccc(N2C(=O)CC(=O)NC2=O)c1	·	-6	0	0.2	-1	-9	-8	4	9
O=C(O)C1C2CC3CC(C2)CC1(n1ncc(N2CCC4(CC2)OCCO4)c(Cl)c1=O)C3 (stereo not given)	0.25	·	3	2.4	3	4	2	9	-1
CCCCC(=O)N/N=C/c1c(O)n(CC)c(=S)n(CC)c1=O	-0.087	-45	3	0.7	0	14	-72	11	0
Cc1ccc(-n2c(O)c(C=NCCN3CCOCC3)c(=O)[nH]c2=O)cc1	·	-10	-4	1.8	2	-25	-14	29	-23[20 µM]
O=C1NCN(c2ccccc2)C12CCNCC2	·	-15	-9	-0.2	-3	32	-7	-1	-14
CCCc1nc2ccccc2c(=O)n1-c1ccc(O)cc1	-1.3	-174	11	-0.8	-1	-4	-4	11	-20
CN(C)CCNC(=O)c1cccn(Cc2cccc(C(F)(F)F)c2)c1=O	0.15	2	-2	1.0	-5	-64	-10	0	-25
COc1ccccc1N1CCN(Cc2cc(C)c(C)cc2O)CC1	0.029	·	-3	-1.5	-3	-17	-11	4	-17[20 µM]
CN(C)CC1CCCCC1=O (stereo not given)	2.4	·	0	1.5	-7	-18	-1	5	-17
C=C1C(=O)O[C@@H]2C[C@@H](C)[C@H]3C=CC(=O)[C@]3(O)C[C@@H]12	-1.1	2	-4	·	-5	-14	-3	1	-31
CCN(CC)CCCN=Cc1c(O)n(Cc2ccc(F)cc2)c(=O)[nH]c1=O	0.52	-3	-8	0.3	-1	15	-5	8	-8
COc1ccc(N=Cc2c(O)n(Cc3cccs3)c(=O)[nH]c2=O)cc1	0.77	6	-7	-0.5	-13	-227	-2	1	-16
Cc1nn(Cc2ccc(Cl)cc2Cl)c(Cl)c1C(=O)NC1CCCc2ccccc21 (stereo not given)	-3.8	1	-1	0.1	-2	1	-7	4	-13
Cc1ccc2c(c1)C1CN(C)CCC1N2C(=O)/C=C/c1ccc2c(c1)OCO2 (stereo not given)	-2.1	-6	3	-0.4	0	10	4	·	-2
Cn1c(O)c(C(=Nc2ccc(F)cc2)c2ccccc2)c(=O)n(C)c1=O	-0.68	-12	-1	1.3	-11	2	-8	6	-19
CCCCn1c(O)c(/C=C/C=Nc2ccccc2)c(=O)[nH]c1=O	-4.7*	-247	13	0.9	0	18	0	11	17
Cc1ccc2occ(CN3CC4CC(C3)c3cccc(=O)n3C4)c(=O)c2c1 (stereo not given)	0.33	1	5	-0.1	3	-15	2	15	-16
C=CCn1c(O)c(C(C)=Nc2ccc(C(=O)O)cc2)c(=O)[nH]c1=O	1.2	16	4	0.9	2	-23	3	7	-11
CC(O)(CS(=O)(=O)c1cccc(C(F)(F)F)c1)C(=O)Nc1cccc(C(F)(F)F)c1 (stereo not given)	·	1	7	-0.9	5	3	-16	16	-15[20 µM]
OC1C2CN3CN(C2)CC1(c1ccccc1)C3 (stereo not given)	0.58	11	-1	2.1	-3	-8	0	2	-15
More compounds follow.
SMILES	Cl transport mod	Rad51 HR inh	FXIa inh	PERK inhibitor	Thrombin inh	m-calpain inh	hK5 inh	FXIIa inh	Furin inh
NC1=NC(c2cccnc2)n2c(nc3ccccc32)N1 (stereo not given)	0.28	·	1	1.2	-1	-9	-1	10	-10
Cc1ccsc1C(=O)C1CCCN(Cc2ccc(-n3cccn3)cc2)C1 (stereo not given)	-0.59	5	0	-0.2	-6	-7	4	11	-22
COc1ccc(CNC(=O)C(NC(C)=O)C(C)C)cc1OC (stereo not given)	-0.11	10	-2	0.1	-3	21	-1	7	-20
CC(=NCc1ccco1)c1c(O)n(-c2ccccc2C)c(=O)[nH]c1=O	0.4	16	-2	-0.3	-6	-10	-1	1	-5
O=C1C2CCN(CC2)C1Cc1ccc(OCc2ccccc2)cc1 (stereo not given)	-0.5	12	-1	0.7	3	12	-15	-4	-17
COc1cc2c(cc1OC)[C@@H]1C(=O)c3ccc4c(c3O[C@@H]1CO2)C[C@H](C(C)C)O4	-1.6	-9	-6	-1.9	-1	-13	-7	0	11
Cc1cc(C=C2C(=O)NC(=O)NC2=O)c(C)n1-c1ccncc1	-1.7	-31	1	0.6	-11	-8	-6	14	18
COc1ccc(N=Nc2c(O)[nH]c(=S)[nH]c2=O)cc1	-0.012	-6	4	0.3	2	8	2	5	-24
C/C(=N\Nc1ccccc1)c1c(O)[nH]c(=O)[nH]c1=O	-0.027	-26	0	-1.4	-3	8	-2	-1	-13
O=C(Nc1ccc(F)cc1F)c1cccnc1Oc1cccc(C(F)(F)F)c1	0.16	-14	3	1.8	2	-80	-16	7	-25[20 µM]
CC(CN1CCOCC1)OC(=O)Cc1ccccc1 (stereo not given)	-1.3	·	-6	0.3	2	5	-4	2	2
O=Cc1cn(Cc2ccc(F)cc2)c2ccccc12	-0.87	-21	-1	0.6	-3	-5	3	5	-23
N#CCCn1cc(C(=O)Nc2ccc([N+](=O)[O-])cc2)c(-c2ccccc2)n1	-0.29	28	0	0.8	-9	4	-1	11	-12
NCCCN1CCN(c2ccccc2)CC1	0.47	-27	2	-0.2	-3	7	-2	4	-5
CCC(=Nc1ccccc1NC(C)=O)c1c(O)n(C)c(=O)n(C)c1=O	-0.17	-9	-10	0.7	-7	-38	-19	-13	-7[20 µM]
Cc1ccc2c(c1)=C/C(=C\c1c(O)[nH]c(=S)[nH]c1=O)C(=O)N=2	-0.22	1	-2	1.1	-13	-13	11	7	-21
CCN(CC)CCCN=Cc1c(O)n(-c2cccc(C)c2C)c(=O)[nH]c1=O	·	-4	1	0.4	6	16	4	9	-12
O=C1NC(=O)N(Cc2ccco2)C(=O)/C1=C\c1cccn1CCOc1ccc(Cl)cc1	-0.11	1	-1	1.0	9	-45	-2	5	-19

Quoted from the results shown, three compounds:
SMILES	Cl transport mod	Rad51 HR inh	FXIa inh	PERK inhibitor	Thrombin inh	m-calpain inh	hK5 inh	FXIIa inh	Furin inh
NC1=NC(c2cccnc2)n2c(nc3ccccc32)N1 (stereo not given)	0.28	·	1	1.2	-1	-9	-1	10	-10
Cc1ccsc1C(=O)C1CCCN(Cc2ccc(-n3cccn3)cc2)C1 (stereo not given)	-0.59	5	0	-0.2	-6	-7	4	11	-22
COc1ccc(CNC(=O)C(NC(C)=O)C(C)C)cc1OC (stereo not given)	-0.11	10	-2	0.1	-3	21	-1	7	-20
